Source: PubChem BioAssay
SKN-1 block: blocks SKN-1 activity in C. elegans; inhibition, % at 21.8 µM; C. elegans VP596 Pgst-4::GFP/RFP ratio, acrylamide-induced, 24 h; hit rate 0.49% among 360,000;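 active = interference check ratio from 0.5 to 1.5 plus GFP to RFP signal ratio inhibition reaching or exceeding a fixed threshold, cut at about 30% in these data, passing the limit was not always enough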; also: some compounds called inactive have numbers as strong as hits
MsrA inhibitor: inhibits bovine methionine sulfoxide reductase A; inhibition, % at 15.5 µM; purified bovine MsrA, absorbance read-out; AID 651718; hit rate 0.75% among 360,000; in the data active = inhibition above about 4.5%;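 also: 0% = vehicle wells with enzyme and 100% = reference inhibitor wells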
E coli Lon inh: inhibitors of E. coli Lon protease; purified E. coli Lon protease, fluorescence polarization; inhibition, % at 7.94 µM; hit rate 0.42% among 360,000; AID 602123; in the data active = inhibition above about 13%, passing the limit was not always enough;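 also: 0% = enzyme with probe and DMSO and 100% = no enzyme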
Rin1-Abl PPI inh: inhibitors of human Rin1-Abl protein interaction | hit rate 0.4% among 360,000 | P00519+Q13671 | inhibition, % at 7.35 µM | TR-FRET Rin1/Abl binding, biochemical | AID 588664; in the data active = inhibition above about 5%, passing the limit was not always enough
MT1-MMP act inh: inhibitors of human MT1-MMP activation. GFP/RFP ratio change, % at 20 µM. HT1080 RFP-PRO-GFP cells, GFP/RFP ratio fluorescence, overnight; percent of plate control window, DMSO zero. hit rate 0.061% among 360,000. P50281;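 active = GFP/RFP ratio change of at least 30% with cell ATP level not reduced by more than half and red fluorescence within 50% of control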; also: strong numbers were not always called active
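Assay system: RFP-PRO-GFP reporter HT1080 cells; read-out basis: GFP/RFP fluorescence ratio; benchmarks: DMSO wells and RFP-L50D-GFP cells; doses: 20 µM single dose, 1% DMSO; schedule: overnight cell settling, then overnight compound exposure, 37 °C, 5% CO2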
MsrA act: activates bovine MsrA enzyme | hit rate 0.3% among 360,000 | purified bovine MsrA, absorbance read-out | AID 602163 | activation, % at 10.6 µM; in the data active = activation above about 7.5%;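 also: 0% = vehicle and 100% = reference activator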
FAS-TE inh: FAS thioesterase (human) inhibition | recombinant FAS-TE, OMFH fluorogenic substrate, fluorescence endpoint | inhibition, % at 15 µM | hit rate 0.67% among 360,000 | AID 602261;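 active = compounds whose normalised, plate-corrected inhibition of enzyme fluorescence in the single-dose primary screen is 50% or more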;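 also: 0% = DMSO with enzyme and 100% = substrate without enzyme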
NRP1-CendR mod: NRP-1/CendR interaction modulation | inhibition, % at 25 µM | O14786 | AID 602438 | hit rate 0.85% among 360,000 | FAM-RPARPAR peptide binding to NRP-1, fluorescence polarization;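 active = inhibition or corrected inhibition above about 18%, plus a signal ratio from 0.5 to 1.5, limit read from the data, passing the limit was not always enough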; also: strong numbers were not always called active
Target sequence (O14786 whole entry, looked up): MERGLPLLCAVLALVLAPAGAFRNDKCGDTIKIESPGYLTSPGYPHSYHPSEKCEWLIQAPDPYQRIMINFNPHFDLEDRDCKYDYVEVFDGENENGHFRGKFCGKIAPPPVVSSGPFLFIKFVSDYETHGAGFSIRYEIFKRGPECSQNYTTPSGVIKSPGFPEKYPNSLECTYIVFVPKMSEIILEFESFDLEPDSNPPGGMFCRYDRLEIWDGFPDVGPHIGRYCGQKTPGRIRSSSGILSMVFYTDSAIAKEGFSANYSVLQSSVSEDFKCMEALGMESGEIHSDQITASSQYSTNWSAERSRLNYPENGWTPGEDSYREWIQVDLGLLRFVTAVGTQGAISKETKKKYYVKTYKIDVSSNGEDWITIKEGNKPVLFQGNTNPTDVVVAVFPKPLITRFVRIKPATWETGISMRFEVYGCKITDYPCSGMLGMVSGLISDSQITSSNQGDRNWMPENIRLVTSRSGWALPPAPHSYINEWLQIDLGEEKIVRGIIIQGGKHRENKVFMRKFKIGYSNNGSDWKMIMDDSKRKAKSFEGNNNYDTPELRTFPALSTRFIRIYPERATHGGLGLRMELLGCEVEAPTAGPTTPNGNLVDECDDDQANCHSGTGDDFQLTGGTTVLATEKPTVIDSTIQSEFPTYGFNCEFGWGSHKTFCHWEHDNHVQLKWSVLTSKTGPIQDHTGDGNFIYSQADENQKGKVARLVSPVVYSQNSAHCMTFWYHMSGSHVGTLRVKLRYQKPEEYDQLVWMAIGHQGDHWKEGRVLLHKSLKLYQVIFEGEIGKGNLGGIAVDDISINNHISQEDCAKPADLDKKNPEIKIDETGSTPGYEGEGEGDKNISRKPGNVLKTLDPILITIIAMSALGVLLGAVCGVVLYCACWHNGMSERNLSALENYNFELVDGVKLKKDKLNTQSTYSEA
Neddylation inh: inhibitors of human cullin neddylation; P61081+Q13564; TR-FRET cullin neddylation, biochemical; calls only at 25 µM; hit rate 0.58% among 360,000; in the data active = inhibition above about 36%
Numbers without * were called inactive; i = inactive; . = no result given; + = active, no number.

Values in the order – SKN-1 block	MsrA inhibitor	E coli Lon inh	Rin1-Abl PPI inh	MT1-MMP act inh	MsrA act	FAS-TE inh	NRP1-CendR mod	Neddylation inh
- Cc1ccccc1SCC(=O)OCC(=O)Nc1ccc(N(C)C)cc1
    4	1.8	-2	1	3	-2	0	6	i
- COc1cccc(-c2cc(-c3cccnc3)c(C#N)c(N)n2)c1
    4	2.4	-7	-4	1	-2	3	-3	.
- CCOC(=O)CN1C(=O)N[C@@H](CCc2ccccc2)[C@@H](C(=O)OC)[C@H]1C
    6	-0.8	-2	-2	-1	-11	-10	1	i
- Cc1cccc(OCC(=O)Nc2ccc(S(=O)(=O)N3CCN(C)CC3)cc2)c1
    6	-0.7	-9	-1	6	-2	-5	4	i
- CCc1ccc(NC(=S)N2CCCC(C(F)(F)F)C2)cc1 (centres undefined)
    -5	1.1	6	3	3	-8	4	5	i
- CCOc1ccc(-c2c(C(=O)N/N=C/c3ccsc3)nnn2-c2nonc2N)cc1
    0	0.9	-7	2	-2	-1	-3	0	i
- Cc1ccc([C@H]2N[C@]3(CCCN(Cc4ccc(F)cc4)C3=O)[C@H]3C(=O)N(Cc4ccccc4)C(=O)[C@@H]23)cc1
    -2	1.2	-7	3	-2	-1	21	2	i
- CCOC(=O)Cc1csc(SCC(=O)NC2CCS(=O)(=O)C2)n1 (centres undefined)
    -5	0.5	-8	2	-3	-2	-13	9	i
- COc1ccc(N=Nc2nc3cc(Br)c(Br)cc3n2C)c(OC)c1
    -28	-1.0	163*	1	-96	-3	-17	53	i
- Clc1ccc(Oc2nc(N3CCOCC3)nc(N3CCOCC3)n2)cc1
    -1	0.2	-1	2	-1	3	2	3	i
- CC(Sc1ccccc1)C(=O)NCCc1ccccc1 (centres undefined)
    -4	-0.1	-1	-2	0	-2	-8	12	i
- O=C(Cc1ccc(Cl)cc1)Nc1ccccc1C(=O)N1CCCCC1
    -5	0.9	0	2	-5	-2	0	3	i
- Cc1c(-c2ccccc2)[n+](=O)c2c(n1[O-])CCCC2
    19	-0.9	-2	-2	-3	-2	-4	1	i
- CCCCN1C[C@H](CSC)[C@@H](CC(=O)NC)C1=O
    10	-0.9	1	-5	1	-2	-7	12	i
- COc1ccc(Oc2cn[nH]c2-c2ccc(OC)cc2O)cc1
    7	-1.5	2	1	4	4	-150	12	i
- C[C@H](CO)N1C[C@H](C)[C@@H](CN(C)Cc2ccc(-c3ccccc3)cc2)OCc2cnnn2CCCC1=O
    -14	-1.5	-6	-1	2	-1	-9	10	i
- O=C(Cn1cnc2c(cnn2-c2ccccc2)c1=O)Nc1cc(S(=O)(=O)N2CCOCC2)ccc1Cl
    9	1.0	0	-2	1	-4	6	-16	i
- Nc1ccc(CCC(=O)N2CCCC2)cc1
    -3	0.1	-4	-4	3	0	-6	2	i
- CCC(=O)Nc1ccc2c(c1)nc1n2CCN(C2CCCCC2)C1
    11	2.4	-10	0	0	-3	-6	-14	.
- Cn1cnnc1SCC(C)(C)NS(=O)(=O)c1ccc(Cl)cc1
    10	-0.7	4	2	0	-2	-5	4	i
- COc1ccc(CCNC(=O)c2ccc3c(c2)NC(=O)C(N2CCOCC2)S3)cc1OC (centres undefined)
    3	-0.8	-5	-1	-4	2	-1	-11	i
- Cc1ccc2[nH]c(=O)c(CN(CC3CCCO3)C(=O)c3ccncc3)cc2c1 (centres undefined)
    -15	0.7	6	-1	4	-7	-6	3	i
- C[C@@H]1CN([C@@H](C)CO)C(=O)c2cc(Br)cnc2O[C@H]1CN(C)C(=O)CCN1CCCCC1
    11	-0.1	3	-2	1	-1	-7	3	i
- CCCC(C)C(=O)Nc1cc([N+](=O)[O-])ccc1Cl (centres undefined)
    12	0.4	-5	2	-2	-2	52*	16	i
- Cc1ccsc1C(=O)OCC(=O)NC1CCCC1
    -11	-0.7	-11	1	2	-3	-3	21*	i
- O=C(COC(=O)c1cc(S(=O)(=O)N2CCOCC2)ccc1O)NCCc1ccccc1
    0	-1.1	0	-2	-1	-1	-4	-4	i
- CCC(=O)Oc1ccc(C(=O)Nc2ccccc2C(=O)NCC(C)C)cc1
    5	-0.7	-2	0	0	-4	19	11	i
- COc1cccc(CN2CCNC(=O)C2CC(=O)N(C)CC2CCOCC2)c1OC (centres undefined)
    15	-0.2	-5	-5	5	-1	-3	11	i
- O=C(NC1CCCC1)C(c1ccc(N2CCOCC2)cc1)N(C(=O)c1ccco1)c1ccccc1F (centres undefined)
    -2	-0.1	-6	6	-4	-2	1	0	i
- COc1ccc(/C=C2\CCc3ccccc3C2=O)cc1OC
    8	1.7	6	0	-1	-4	6	-3	i
- COc1ccc(NC(=O)CCCNC(=O)Cn2cnc3sc(C)c(C)c3c2=O)cc1Cl
    5	0.3	1	-3	0	-1	-3	-6	i
- COc1ccc(S(=O)(=O)N2CCCCCC2)cc1C(=O)N(C)Cc1ccc(OC)c(OC)c1OC
    3	-1.6	-7	2	-4	1	8	-5	i
- Cc1c(C(=O)NC2CCCc3ccccc32)oc2ccc(S(=O)(=O)N3CCCC3)cc12 (centres undefined)
    4	-0.9	13	2	1	-3	2	8	i
- O=S(=O)(NCc1ccccc1)c1ccccc1NCCc1ccccc1
    -1	0.2	-4	-2	6	-5	29	-5	i
- COc1ccc(C(=O)Nc2ccc(S(=O)(=O)N3CCCC3)cc2)cc1
    -3	-0.3	0	3	-1	-3	7	-8	i
- CCOc1ccc(S(=O)(=O)Nc2ccn(C)n2)cc1
    8	0.8	-1	1	3	-4	-3	8	i
- COC(=O)c1c(NC(=O)c2c(Cl)cnn2C)sc(C)c1C
    7	0.1	5	-2	-1	-1	-2	0	.
- Cc1onc(-c2ccccc2)c1C(=O)N1CCCC(C)(C(=O)NS(=O)(=O)C2CC2)C1 (centres undefined)
    -5	0.5	-16	3	-6	-5	-8	3	i
- COC(=O)[C@@]1(Cc2ccc(OC)cc2)[C@H]2c3cc(C(=O)N4CCCC4)n(CCc4c[nH]c5ccccc45)c3C[C@H]2CN1C(=O)c1ccccc1
    -3	-0.3	-4	.	-14	-2	58*	-11	i
- CCOc1ccc(-c2ccc(NS(=O)(=O)c3ccc([N+](=O)[O-])cc3)cc2)nn1
    12	0.2	6	-1	6	-2	28	6	i
- Nc1cc(=O)n(Cc2ccccc2)c(=O)n1-c1ccc(Cl)cc1
    -2	-0.3	-6	-2	0	-2	-5	36*	i
- COc1cc(OC)c(C=Cc2ccncn2)c(OC)c1
    15	1.3	-6	1	-7	4	-5	-1	i
- CC(=NC1CCCC1)c1c(C)[nH]n(-c2nc3ccccc3s2)c1=O
    -12	-0.9	0	-3	-21	-4	5	-48	i
- COc1ccccc1-c1c(C)nn2c(N3CCC4(CC3)OCCO4)cc(C)nc12
    -1	1.7	8	-2	1	-5	-3	0	i
- CC1CCCN(S(=O)(=O)c2ccc3c(c2)c(=O)nc2ccccn23)C1 (centres undefined)
    -7	1.8	-5	-3	-1	-8	20	2	.
- CC(=O)OC1CCC2C3CCC4=C(CC(F)C(=O)C4)C3CCC12C (centres undefined)
    24	0.5	1	1	7	0	17	-11	i
- Cc1ccc(NC(=O)NC2CCCCC2)cc1Cl
    1	-0.6	-2	1	-1	-2	-6	4	i
- CC(=O)N1CCC(O)(c2cccc(C(F)(F)F)c2)CC1
    8	0.1	4	4	1	0	-5	-10	i
- C[C@H]1CN[C@H](CCO)/C1=C\c1ccccc1
    -9	-1.7	-5	-1	3	2	-6	0	i
- Cc1ccc(CN(C)CC(=O)NC(C)c2ccccc2)cc1 (centres undefined)
    -2	1.2	5	-1	2	-1	-5	-1	i
- O=C(Nc1ccc(S(=O)(=O)N2CCOCC2)cc1)C1CC1
    -3	-1.5	-1	-2	1	-1	-4	3	i
- COc1ccccc1OCc1nc(C#N)c(N2CCCC2)o1
    -19	-1.1	-23	2	0	-4	16	-5	i
- CN(C)CCCN(C(=O)COc1ccccc1)c1nc2ccc(Cl)cc2s1
    -7	-1.0	3	-1	0	-2	9	0	i
- C#CCOCCOCCOCCNc1nc(N2CCN(C(=O)Cn3cc(CCCN=C(N)N)nn3)CC2)nc(N2CCN(C(=O)[C@H](CCCCN)n3cc(CC(C)O)nn3)CC2)n1 (some centres undefined)
    -4	-0.2	-1	-1	0	5	-12	6	i
- CCC(=O)Nc1ccc(C(=O)NNC(=O)c2ccc(C)cc2)cc1
    10	1.6	0	-1	0	-1	-8	0	i
- CN(C)CC1(C)Cc2ccsc2C1O (centres undefined)
    -10	-0.9	-7	0	2	-2	-5	-3	i
- COc1ccc(CNC(=O)c2sc(=O)n(Cc3ccc(S(=O)(=O)N(C)C)cc3)c2C)cc1
    0	-0.9	-2	3	4	-7	1	-5	i
- COc1ccccc1C=NNC(=O)C(=O)NN=Cc1ccccc1OC
    10	2.8	-9	0	-3	-14	-6	2	+
- CCCN(CCC)C(=O)c1cn(CC)c2ccc(S(=O)(=O)N3CCCCC3)cc2c1=O
    5	-0.3	1	-2	-2	-4	-5	10	i
- COc1ccccc1NC(=O)c1ccc2nc(-c3ccccc3)c(-c3ccccc3)nc2c1
    5	-0.6	8	-1	-2	-4	18	0	i
- O=C(Nc1cc(Cl)ccc1-n1cncn1)c1ccc([N+](=O)[O-])o1
    6	2.5	-15	0	-6	-1	2	-19	i
- CCCN(Cc1ccc(N(C)C)cc1)CC1CC1
    2	0.9	-2	3	7	-2	-8	0	i
- CC(=O)c1cccc(NC(=O)C2CCCN2S(=O)(=O)c2cccc3nsnc23)c1 (centres undefined)
    6	0.6	-5	-1	0	-4	-4	4	i

2 of the compounds above, bar-delimited.
compound | SKN-1 block | MsrA inhibitor | E coli Lon inh | Rin1-Abl PPI inh | MT1-MMP act inh | MsrA act | FAS-TE inh | NRP1-CendR mod | Neddylation inh
COc1ccc(C(=O)Nc2ccc(S(=O)(=O)N3CCCC3)cc2)cc1 | -3 | -0.3 | 0 | 3 | -1 | -3 | 7 | -8 | i
CCOc1ccc(S(=O)(=O)Nc2ccn(C)n2)cc1 | 8 | 0.8 | -1 | 1 | 3 | -4 | -3 | 8 | i
